Screening results (PubChem BioAssay)
Statin myotox sup: suppressors of statin myotoxicity in C2C12 myotubes, primary screen, cell-based, single point, plate reader; rescue of ATP level, % at 7.49 µM; AID 602340, 2012; actives 0.78% (n = 330,000); C2C12 myotubes + simvastatin, ATP luminescence, 48 h; scaled: DMSO 0, geranylgeraniol control 100;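 active = mean ATP rescue above about 67%, or every replicate alone reaching that limit, limit read from the data, passing the limit was not always enough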;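 also: myotubes were challenged with 10 µM simvastatin during compound exposure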
S100A4 inh HTS: inhibitors of S100A4-myosin IIA peptide binding, primary screen, biochemical, fluorescence polarization, TAMRA-MyoIIA peptide; inhibition, % at 10.7 µM; actives 0.14% (n = 360,000); AID 652163, 2013; Protein S100-A4 (Homo sapiens), P26447;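 active = mean inhibition of at least 70% across replicates, with every replicate also reaching that level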
Target sequence (P26447 whole entry, looked up): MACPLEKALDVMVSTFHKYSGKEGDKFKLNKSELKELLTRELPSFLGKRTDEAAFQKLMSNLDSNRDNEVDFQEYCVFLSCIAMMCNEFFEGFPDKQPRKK
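Material: S100A4 monomer protein | Medium: HEPES pH 7.2 with CaCl2, KCl, NaCl, DTT, Triton | Reagent: Labelled myosin peptide probe, 5 nM | Doses: One dose per compound | Times: 5 min incubation before reading | Benchmarks: Neutral control DMSO, positive control TFP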
FN deposition inh: inhibitors of fibronectin matrix deposition, primary screen, AH1F cells, Alexa488-fibronectin fluorescence, plate reader | actives 0.086% (n = 350,000) | AH1F fibroblasts, overnight | inhibition, % at 12.6 µM | AID 743247, 2014;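 active = mean inhibition across replicates of 30% or more, regardless of how many single replicates reach that level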;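 also: positive control wells lacked labelled fibronectin entirely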
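Material: AH1F fibroblasts assembling fluorescent fibronectin matrix; amount: 10000 AH1F cells/well; medium: DMEM, 2% serum; reagent: Alexa488-fibronectin, 24 nM final in well; dosing: single compound dose, delivered by pin transfer; incubation: 1 h adhesion, overnight exposure; detection: fluorescence after three HBSS washes, excitation 485 nm, emission 525 nm; measure: fibronectin deposition inhibition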
LGR2 inh: inhibitors of bursicon-induced LGR2 CRE-luciferase signal, primary screen, cell-based, HEK293, CRE-luciferase reporter, bursicon stimulation. inhibition, % at 9.99 µM. actives 0.35% (n = 380,000). bursicon-stimulated, 4 h. Drosophila bursicon receptor LGR2 (rickets). AID 720647, 2013;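 active = drop in luminescence signal, shown as inhibition above about 50% in the replicate tests, limit read from the data, passing the limit was not always enough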;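 also: agonist challenge used bursicon conditioned medium at about half maximal strength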
SIRT5 inh: SIRT5 desuccinylase inhibitors, primary screen, biochemical, fluorescence imaging, single point, set 5; AID 652115, 2013; Purified SirT5, succinyl-peptide AMC, trypsin-coupled fluorescence; inhibition, % at 15 µM; actives 1.1% (n = 330,000); in the data active = inhibition above about 15%
Target sequence (Q9NXA8 whole entry, looked up): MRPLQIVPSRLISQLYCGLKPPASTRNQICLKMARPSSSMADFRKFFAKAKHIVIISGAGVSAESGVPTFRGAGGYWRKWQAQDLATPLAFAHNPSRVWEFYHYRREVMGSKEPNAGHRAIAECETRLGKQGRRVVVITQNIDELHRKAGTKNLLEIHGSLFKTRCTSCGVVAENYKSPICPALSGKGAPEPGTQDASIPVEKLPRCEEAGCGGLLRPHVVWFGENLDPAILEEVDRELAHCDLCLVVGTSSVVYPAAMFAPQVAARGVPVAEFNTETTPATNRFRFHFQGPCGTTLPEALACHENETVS
CASP6 VEID inh: human caspase-6 inhibitors, primary screen, biochemical, VEID-R110 fluorescence, single point, set 2; AID 686996, 2013; inhibition, % at 12.5 µM; purified caspase-6, Z-VEID-R110 cleavage fluorescence; actives 0.53% (n = 350,000);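 active = mean inhibition across replicates at least about 35%, with every replicate also reaching that limit, limit read from the data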;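 also: 0% = median of neutral control wells and 100% = no fluorescence left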
Target sequence (P55212 24-179 limits assumed): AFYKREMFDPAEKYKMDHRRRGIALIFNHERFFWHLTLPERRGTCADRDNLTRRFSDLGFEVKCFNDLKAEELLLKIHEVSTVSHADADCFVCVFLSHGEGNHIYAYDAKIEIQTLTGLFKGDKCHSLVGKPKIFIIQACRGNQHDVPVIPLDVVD
Target sequence (P55212 194-293 limits assumed): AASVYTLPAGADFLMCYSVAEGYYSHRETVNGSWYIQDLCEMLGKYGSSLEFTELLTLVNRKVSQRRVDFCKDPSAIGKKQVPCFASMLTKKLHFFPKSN
esBAF inh: Bmi1 luciferase reporter increase in mESCs, primary screen, esBAF inhibitor project, mouse ES cells, Bmi1 luciferase knock-in, single point; 24 h; 100% = twice the neutral-well signal; reporter increase, % at 12.5 µM; actives 2% (n = 350,000); in the data active = activation above about 40%;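 also: 0% = median of the plate's neutral control wells and 100% = double that signal; a rise in the Bmi1 reporter signal indicates esBAF inhibition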
Numbers without * were called inactive; . = no result given. Only part of the results is shown. The share of hits here may be higher or lower than overall.

SMILES | Statin myotox sup | S100A4 inh HTS | FN deposition inh | LGR2 inh | SIRT5 inh | CASP6 VEID inh | esBAF inh
NC(=O)c1ccccc1NS(=O)(=O)c1cccs1 | -4 | . | -6 | . | . | . | -11
O=C(COC(=O)Cc1ccc(F)cc1)NC1CCS(=O)(=O)C1 (configuration not stated) | 14 | -3 | -8 | 6 | -4 | -1 | 6
CC(=O)c1ccc(-c2c(C)cc3oc(=O)cc(-c4ccccc4)c3c2C)cc1 | 0 | 2 | . | -8 | -1 | 1 | -10
CC1(C)C(CC2OCC(CN3CCCCC3)O2)[C@H]2CC[C@@H]1C2 (some centres not stated) | . | 4 | 6 | . | 1 | -5 | .
C[C@@H](O)C#Cc1ccc2c(c1)O[C@@H](CN(C)Cc1ccccc1)[C@@H](C)CN([C@@H](C)CO)S2(=O)=O | -7 | 1 | -3 | 26 | -2 | 2 | -3
CCOc1ccc(C(=O)N/N=C/c2ccc(SC)cc2)cc1 | -5 | 0 | 1 | -28 | . | 0 | 8
CCN(CC)C(=O)CS(=O)(=O)CC(=O)Nc1cc(OCCOC)c(Cl)cc1Cl | . | 3 | -2 | -39 | 1 | -4 | .
CCCCN1C(=O)C(=O)N(CC(=O)Nc2sc(C)c(CC)c2C(=O)OCC)C1=O | 2 | -2 | 12 | 9 | 0 | 4 | -3
CSC12CCCN(CCC(C(C)(C)C)C1)C2=O (configuration not stated) | . | 1 | -5 | 15 | . | 0 | .
COCc1cn(CC[C@H]2CC[C@H](NC(=O)Nc3ccc(C(F)(F)F)cc3)[C@@H](CO)O2)nn1 | 0 | -2 | 6 | -21 | 1 | 1 | 0
C[C@H]1COC(=O)[C@@H](CC(=O)OC(C)(C)C)C/C=C\C[C@@H](CC(=O)N[C@H](CO)Cc2ccccc2)C(=O)N1 | 11 | -6 | -5 | -14 | . | -2 | -2
COc1ccc2c3c([nH]c2c1)[C@@H](CO)N(CC1CC1)CC31CN(C(=O)C2CCOCC2)C1 | . | -1 | . | 10 | -1 | -3 | .
Cc1cccc(-n2cc(CN(C)Cc3nccn3C)c(-c3cccc(F)c3)n2)c1 | -2 | -2 | -24 | 7 | -1 | 0 | -2
CC1C=CCC2C(=O)N(c3ccc(OC(=O)c4cccs4)cc3)C(=O)C12 (configuration not stated) | . | 0 | -13 | -7 | -9 | 1 | .
Cc1c(/C=C2\SC(=O)N(CC(=O)Nc3ccc4c(c3)OCO4)C2=O)c2ccccc2n1C | 19 | -23 | . | -2 | -2 | -1 | -6

Five neighbouring records from above, for reference:
SMILES | Statin myotox sup | S100A4 inh HTS | FN deposition inh | LGR2 inh | SIRT5 inh | CASP6 VEID inh | esBAF inh
C[C@H]1COC(=O)[C@@H](CC(=O)OC(C)(C)C)C/C=C\C[C@@H](CC(=O)N[C@H](CO)Cc2ccccc2)C(=O)N1 | 11 | -6 | -5 | -14 | . | -2 | -2
COc1ccc2c3c([nH]c2c1)[C@@H](CO)N(CC1CC1)CC31CN(C(=O)C2CCOCC2)C1 | . | -1 | . | 10 | -1 | -3 | .
Cc1cccc(-n2cc(CN(C)Cc3nccn3C)c(-c3cccc(F)c3)n2)c1 | -2 | -2 | -24 | 7 | -1 | 0 | -2
CC1C=CCC2C(=O)N(c3ccc(OC(=O)c4cccs4)cc3)C(=O)C12 (configuration not stated) | . | 0 | -13 | -7 | -9 | 1 | .
Cc1c(/C=C2\SC(=O)N(CC(=O)Nc3ccc4c(c3)OCO4)C2=O)c2ccccc2n1C | 19 | -23 | . | -2 | -2 | -1 | -6

(list continues)
SMILES | Statin myotox sup | S100A4 inh HTS | FN deposition inh | LGR2 inh | SIRT5 inh | CASP6 VEID inh | esBAF inh
CS(=O)(=O)Nc1ccc2c(c1)[C@@H]1C[C@@H](CC(=O)NCc3cc(F)ccc3F)O[C@@H](CO)[C@@H]1O2 | -5 | -8 | 0 | -17 | 0 | 1 | 9
S=P(N1CC1)(N1CC1)N1CC1 | 6 | 11 | -3 | . | -2 | -19 | -3
Cc1nnsc1C(=O)N1CCN(c2ccc(F)cc2)CC1 | 2 | -44 | 0 | 25 | -1 | 3 | 1
CCC(=O)N1[C@H](CO)[C@H]2c3ccccc3N(C(=O)c3ccncc3)C[C@H]21 | -4 | 4 | . | -5 | 11 | 0 | -4
O=C(O)c1cc(Cl)c(Cl)cc1C(=O)Nc1cccc2cccnc12 | 3 | . | -4 | 0 | . | . | -5
Cc1ccc(Cc2c(-c3ccco3)nc3ccc(C)cn23)cc1 | 18 | -2 | -3 | . | -1 | 15 | 36
O=C(COC(=O)Cc1ccc(Cl)cc1Cl)NCCC1=CCCCC1 | 0 | 3 | 6 | 4 | 2 | -2 | -9
COc1cc(NC(=O)CCS(=O)(=O)c2ccc3c(c2)n(C)c(=O)c(=O)n3C)cc(OC)c1 | 0 | -1 | -15 | 3 | . | 3 | -9
COc1cccc(-n2nnc3c(=O)n(CC(=O)N4CCCc5ccccc54)cnc32)c1 | 48 | . | 3 | 9 | . | . | -2
CC(C)C#Cc1ccc([C@@H]2[C@@H](CO)N3C(=O)CN(C(=O)c4ccccn4)C[C@@H]23)cc1 | . | -41 | . | 11 | 0 | 2 | .
O=S(=O)(NCc1ccco1)c1ccc2ccccc2c1 | 36 | 2 | 1 | -1 | 1 | 1 | 2
Cc1ccc(SCCC(=O)Nc2cccc(N(C)S(C)(=O)=O)c2)cc1 | 2 | . | -3 | . | . | . | -1
O=C(CSc1nnc(Cn2c(=O)sc3ccccc32)n1CCc1ccccc1)N1CCCC1 | -6 | 2 | -8 | -1 | . | -1 | 5
C[C@H]1CCCCO[C@H](CN(C)Cc2ccc(C(=O)O)cc2)[C@@H](C)CN([C@@H](C)CO)C(=O)c2cc(NS(=O)(=O)c3ccccc3)ccc2O1 | 43 | . | 2 | 15 | . | . | -6
CC(=O)c1c(C)[nH]c(C(=O)COc2ccc3c(C)cc(=O)oc3c2)c1C | -15 | -1 | 3 | -13 | -1 | 0 | -11
C[C@@H]1CN([C@@H](C)CO)C(=O)Cc2cc(NC(=O)Cn3cnnn3)ccc2O[C@H]1CN(C)CC1CC1 | 10 | -3 | . | -6 | 1 | 0 | -2
COCC(=O)N1CCC2(CC1)CN(C(=O)Nc1ccccc1F)[C@@H](CO)c1[nH]c3cc(OC)ccc3c12 | . | -10 | . | -1 | 1 | -1 | .
O=C(COc1ccc(Br)cc1)NNC(=O)c1ccc(-n2cncn2)c([N+](=O)[O-])c1 | 10 | -1 | 0 | -13 | 0 | 3 | -8
Cc1ccc(S(=O)(=O)NCC[C@H]2CC[C@@H](NC(=O)CCN3CCCCC3)[C@@H](CO)O2)cc1 | -2 | -2 | 8 | -1 | 14 | -1 | -1
CC(C)c1cc(C(=O)OCC(=O)NC2CCS(=O)(=O)C2)c(O)c(C(C)C)c1 (configuration not stated) | -3 | 0 | 18 | 5 | . | -1 | -1
CC(OC(=O)c1cccc(-n2cnnn2)c1)C(=O)Nc1ccccc1F (configuration not stated) | 11 | 1 | 3 | 15 | 1 | 3 | 0
O=C(CN1CCC(NC(=O)c2cccc(F)c2)CC1)NCc1ccccc1F | -9 | . | 7 | . | . | . | 6
Clc1ccccc1-c1nnc2sc(-c3ccc(Br)o3)nn12 | 19 | . | 1 | . | . | . | 13
CCOc1ccc(NC(=O)c2ccc3c(c2)C(=O)N(Cc2ccncc2)C3=O)cc1 | 4 | -2 | -4 | -1 | -5 | -10 | -8
CCCn1c(C(CO)Nc2nc(-c3cccc(Br)c3)cs2)nc2ccccc21 (configuration not stated) | -9 | -8 | -3 | -17 | -3 | -3 | -4
CCCNC(=O)N(C)C[C@H]1Oc2cc(-c3ccc(C)cc3)ccc2S(=O)(=O)N([C@H](C)CO)C[C@@H]1C | 5 | -3 | 1 | -14 | -1 | 2 | 1
COc1ccc(C(=O)/C=C2/C(=O)Nc3ccccc32)cc1OC | 9 | -4 | 0 | 18 | -1 | 0 | -4
NC(=O)C(=O)NN=C1C2CC3CC(C2)CC1C3 | . | -2 | 0 | . | 1 | -1 | .
CC(c1cccnc1)N(CCN(C)C)C(=O)Nc1ccc(Cl)c(Cl)c1 (configuration not stated) | 1 | -4 | 2 | . | -1 | -4 | 1
COc1ccc(Nc2nc(C)cc(C)c2C#N)cc1OC | -15 | -1 | -2 | 3 | -2 | 0 | -6

Whole records from above. Order of screens: Statin myotox sup | S100A4 inh HTS | FN deposition inh | LGR2 inh | SIRT5 inh | CASP6 VEID inh | esBAF inh
Cc1ccc(S(=O)(=O)NCC[C@H]2CC[C@@H](NC(=O)CCN3CCCCC3)[C@@H](CO)O2)cc1 is entered as -2 | -2 | 8 | -1 | 14 | -1 | -1
CCCn1c(C(CO)Nc2nc(-c3cccc(Br)c3)cs2)nc2ccccc21 (configuration not stated) is entered as -9 | -8 | -3 | -17 | -3 | -3 | -4
NC(=O)C(=O)NN=C1C2CC3CC(C2)CC1C3 is entered as . | -2 | 0 | . | 1 | -1 | .

Other compounds follow:
SMILES | Statin myotox sup | S100A4 inh HTS | FN deposition inh | LGR2 inh | SIRT5 inh | CASP6 VEID inh | esBAF inh
COc1ccc(Cn2c(C)c(CC(=O)Nc3ccc(Oc4cccnc4)c(C)c3)c3ccccc32)cc1 | . | -3 | 0 | -12 | . | 2 | .
CNC[C@@H]1Oc2ccc(NC(=O)Nc3ccc(OC)cc3)cc2C(=O)N([C@H](C)CO)C[C@H]1C | 4 | -7 | . | 3 | 2 | 0 | 0
COc1ccc(C(=O)/C=C/c2ccc(N(C)C)cc2)c(OC)c1 | . | -9 | -10 | -29 | 1 | -2 | .
COc1cccc(C(C)(O)c2nc(-c3ccc(F)c(Cl)c3)cs2)c1 (configuration not stated) | 1 | -4 | 1 | 21 | 0 | 1 | 0
COc1cc(OC)c(NS(=O)(=O)c2c(C(=O)N3CCCCC3)c(C)n(C)c2C)cc1Cl | 0 | -2 | 10 | 3 | -1 | 4 | -11
Cc1ccccc1-c1ccc2c(c1)O[C@@H](CN(C)C(=O)c1ccccn1)[C@@H](C)CN([C@H](C)CO)S2(=O)=O | -20 | -3 | 0 | -1 | 0 | -1 | 0
OCC(O)CNC(=S)NC1CCCCC1 (configuration not stated) | . | -3 | . | 13 | -5 | -3 | .
CCOC(=O)COc1coc(CN2CCN(c3cccc(Cl)c3)CC2)cc1=O | -18 | 4 | 10 | -3 | -2 | 0 | -1
COc1ccc(-c2ccc3c(c2)O[C@@H](CN(C)C(C)=O)[C@H](C)CN([C@@H](C)CO)S3(=O)=O)cc1 | -21 | 4 | 0 | -5 | -6 | 2 | 0
COc1ccc(/C(N)=N/OC(=O)c2cccc([N+](=O)[O-])c2)cc1 | -24 | . | . | -73 | . | . | 64*
Cc1c(NC(=O)CN2CCN(C(=O)c3ccco3)CC2)c(=O)n(-c2ccccc2)n1C | -16 | . | 0 | 2 | . | . | -17
COC(=O)CNC(=O)CN1C(=O)NC2(CCCc3ccccc32)C1=O (configuration not stated) | -3 | 4 | -2 | -7 | -5 | -1 | 1
O=C(NNC(=S)Nc1ccc(Cl)c(Cl)c1)c1cccc([N+](=O)[O-])c1 | . | -4 | 3 | -2 | 5 | 6 | .
COC(=O)CSc1nc(C2CC2)nc2ccccc12 | 5 | -1 | . | -4 | -4 | 4 | 3

Entries from the list above with bromine, in the order listed:
SMILES | Statin myotox sup | S100A4 inh HTS | FN deposition inh | LGR2 inh | SIRT5 inh | CASP6 VEID inh | esBAF inh
O=C(COc1ccc(Br)cc1)NNC(=O)c1ccc(-n2cncn2)c([N+](=O)[O-])c1 | 10 | -1 | 0 | -13 | 0 | 3 | -8
Clc1ccccc1-c1nnc2sc(-c3ccc(Br)o3)nn12 | 19 | . | 1 | . | . | . | 13
CCCn1c(C(CO)Nc2nc(-c3cccc(Br)c3)cs2)nc2ccccc21 (configuration not stated) | -9 | -8 | -3 | -17 | -3 | -3 | -4
